# Screening results: PubChem BioAssay, several laboratories
# bCat nuc transl = beta-catenin nuclear translocation modulation. HeLa beta-catenin nuclear translocation, immunofluorescence imaging. nuclear translocation activity, % at 5 µM. 190,000 tested, 0.3% active;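 active means nuclear translocation activity above 50% at 5 µM, with a well cell count of 50 or more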;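 further: per-cell ratio of nuclear to cytoplasmic median beta-catenin stain intensity; plate controls were DMSO negative control for no effect and GSK-3 inhibitor IX positive control for full effect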
#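 Signal – beta-catenin immunofluorescence imaging with DAPI · Test system – human HeLa cell line · Dosing – 5 µM primary single dose, 0.1% DMSO, 0.02–20 µM confirmation series · Measure – % activation, nuclear-to-cytoplasmic median beta-catenin signal ratio per cell · Incubation – 24 h compound exposure at 37°C, 5% CO2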
# T cell modulator = T cell immune modulation candidate. 330,000 tested, 0.068% active. calls only at 7 µM. 2C CD8+ T cell-vesicle binding, flow cytometry; stronger effect = lower value;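 active means response, share of CD8 T cells binding vesicles, and their 90th percentile fluorescence all below set limits, cut at about 80% in these data, passing the limit was not always enough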
#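 System: murine 2C transgenic CD8+ T lymphocytes; also added: QL9-loaded Drosophila micro-vesicles; times: binding 1.5 h at 37 °C; measured by: flow cytometry, PE anti-B7-1 (FL2) versus Alexa647 anti-CD8 (FL8), PFA-fixed; control set: Peptide-free naked vesicles (low) and QL9 vesicles with 0.7% DMSO vehicle (high)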
# P. falciparum M17LAP = P. falciparum M17LAP inhibitors, primary screen, biochemical, fluorogenic H-Leu-NHMec substrate, 1536-well (AID 1619) | inhibition, % at 30 µM, or IC50 in µM where a hit was titrated | recombinant M17LAP, H-Leu-NHMec fluorogenic kinetic assay; higher % means a stronger effect | 220,000 tested, 0.38% active;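 active means compound inhibiting the enzyme by more than half at any dose during confirmatory dose-response retesting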;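 further: plate controls were full reaction with DMSO carrier for no effect and no enzyme background for full effect; strong numbers were not always called active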
# WT yeast gro inh = growth inhibition of WT yeast, mitochondrial fusion screen; mitochondrial fusion phenotypic screen, WT strain; inhibition, % at 10 µM; 190,000 tested, 2.1% active; AID 1362; in the data active means inhibition above about 58%; tested in S. cerevisiae
# M1AAP inhibition = malaria alanyl aminopeptidase activity blockers – biochemical, fluorogenic H-Leu-NHMec substrate, 1536-well (AID 1445) | recombinant M1AAP, H-Leu-NHMec fluorogenic kinetic assay; higher % means a stronger effect | inhibition, % at 30 µM, or IC50 in µM where a hit was titrated | 220,000 tested, 0.42% active;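 active means primary inhibition above the hit cutoff, then over 50% inhibition at one or more dose response concentrations, cut at about 23% in these data, passing the limit was not always enough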;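 further: plate controls were DMSO full reaction for no effect and no enzyme background for full effect; strong numbers were not always called active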
# Dynein transport = blocks dynein driven cargo transport along microtubules; 3617.4 mouse cells, GR-EGFP nuclear translocation imaging; test concentration mostly 20 µM; stimulated with dexamethasone, 1 µM; stronger effect = lower value; z-score, hits read low; 220,000 tested, 0.47% active; AID 1381;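 active means plate z-score of nuclear minus cytoplasmic receptor signal below a set negative limit, without overly bright fluorescence or cell loss, cut at about -3.5 in these data, passing the limit was not always enough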;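 further: z-score of nuclear minus cytoplasmic ring GR-EGFP intensity difference per well; some compounds called inactive have numbers as strong as hits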
#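 Medium: Induction medium lacking tetracycline, stripped serum | Probe or stimulus: 1.0 µM final dexamethasone stimulus | Schedule: 48 h induction, then 1 h compound, then 30 min agonist, 37 °C | Signal: Automated 10x imaging of fixed Hoechst-stained cells | Evaluation: Per-cell GR-EGFP intensity, nucleus versus surrounding cytoplasmic ring, well-averaged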
# MT stabilize HCS = microtubule stabilization, imaging screen; HeLa tubulin immunostaining HCS, 24 h; share of cells brighter than vehicle mean+2SD; 200,000 tested, 0.83% active; AID 2205; % tubulin-high responders, % at 10 µM;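 active means plate Z-score above 3 for both tubulin-high and condensed-nucleus cell shares, with cell loss under 80%, at 10 µM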;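 further: anti alpha tubulin signal scored within the nucleus-defined area of each cell; some results filed as inactive read as strong as hits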
# Autophagy mod = alters autophagy in cells | MEF GFP-LC3 puncta imaging; test concentration mostly 10 µM | calls only at 10 µM (by protocol) | 190,000 tested, 0.98% active | AID 463193;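 active means percentage of spot-positive cells more than 3 SD above its plate mean, without a fluorescence outlier flag or 80% toxicity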;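 further: spot-positive cell cutoff set from DMSO-treated cells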
# Yfh1-depleted yeast = mitochondrial function rescue without frataxin homolog – Friedreich's ataxia, plus single-dose screen, dose response (AID 1465); S. cerevisiae Yfh1-off respiration, WST-1 reduction, 72 h; higher fold induction means a stronger effect; one-dose fold induction at 50 µM; EC50 in µM for titrated hits; 220,000 tested, 0.074% active;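 active means fold induction of absorbance versus untreated yeast above a set limit, then at least 30% activation at any dose in follow-up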;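 further: activators that raise dye reduction in frataxin-depleted yeast; strong numbers were not always called active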
# WT yeast gro inh mutant strain = second read-out of WT yeast gro inh, no call of its own (marks repeat the call); inhibition, %; mitochondrial fusion phenotypic screen, mutant strain inhibition
# Dynein transport cytoplasmic EGFP = further read-out of Dynein transport, marked with its call; z-score; measured here: cytoplasmic GR-EGFP intensity; stronger effect = higher value
# Dynein transport nuclear GR-EGFP = also measured in Dynein transport; calls as there; z-score; measured here: nuclear GR-EGFP intensity;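 lower value marks the stronger effect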
# Dynein transport cell count = second read-out of Dynein transport, no call of its own (marks repeat the call); z-score; measured here: cell count per field
# bCat nuc transl cell count 5 µM = second read-out of bCat nuc transl, no call of its own (marks repeat the call); cell count; measured here: cell count, cytotoxicity flag
# T cell modulator vesicle-bound % = second read-out of T cell modulator, no call of its own (marks repeat the call); double positive events, %; measured here: CD8+ vesicle-bound cell fraction;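 binding gate set so that unloaded-vesicle control wells show 10% double positive cells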
# MT stabilize HCS Hoechst-high % = second read-out of MT stabilize HCS, no call of its own (marks repeat the call); % Hoechst-high responders; measured here: nuclear condensation Hoechst responders;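 share of cells brighter than vehicle mean plus two SD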
# MT stabilize HCS cytotoxicity % = further read-out of MT stabilize HCS, marked with its call; toxicity, %; measured here: cytotoxicity by cell density;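 0% = mean cell density of plate MIN control wells and 100% = no cells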
# Autophagy mod cell loss 18 h = further read-out of Autophagy mod, marked with its call; toxicity, %; measured here: cell loss, nuclei count;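 cell loss after 18 h compound exposure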
# Active calls of the source: *; i = inactive; / = no result given.
SMILES,bCat nuc transl,bCat nuc transl cell count 5 µM,T cell modulator,T cell modulator vesicle-bound %,P. falciparum M17LAP,WT yeast gro inh,WT yeast gro inh mutant strain,M1AAP inhibition,Dynein transport,Dynein transport cytoplasmic EGFP,Dynein transport nuclear GR-EGFP,Dynein transport cell count,MT stabilize HCS,MT stabilize HCS Hoechst-high %,MT stabilize HCS cytotoxicity %,Autophagy mod,Autophagy mod cell loss 18 h,Yfh1-depleted yeast
COCCCNCCOc1ccccc1-c1ccccc1,-2.6,992,i,15,13%,13,7,7%,3.1,-0.28,0.9,-1.2,2.1,1.5,5.1,i,10,i
CCOC(=O)Cc1csc(NC(=O)CCCCCN2C(=O)c3cccc4cccc(c34)C2=O)n1,/,/,i,43,/,/,/,/,-0.57,-0.21,-0.74,1.5,4.4,1.4,3.4,i,6,i
CSc1ccccc1NC(=O)c1ccc(Br)o1,-7.0,1287,i,51,-9%,2,-5,-3%,-0.068,-0.2,0.35,0.37,1.4,0.8,6.9,i,-10,/
CC(=O)NCCSC(=O)c1ccc(F)cc1,-9.5,1246,i,53,-27%,-9,2,1%,0.57,-0.09,1.1,-0.72,3.8,2.4,5.9,i,-65,/
COc1cc(OC)cc(C(=O)NCC(=O)OCc2nc3ccccc3s2)c1,1.1,988,i,23,-3%,-16,2,-2%,0.3,-0.22,-0.16,-0.66,4.8,1.7,10,i,-5,i
COc1ccc(NC(=O)CCC(=O)N/N=C/c2ccc([N+](=O)[O-])s2)cc1,-0.2,1028,i,32,6%,75,86,3%,2.4,0.54,1.6,-0.08,8.8,1.9,4.3,i,18,i
O=C(NCc1cccnc1)C1CCN(c2ccc(S(=O)(=O)N3CCOCC3)cc2Cl)CC1,12,883,i,67,3%,-17,-16,12%,0.27,-0.14,0.47,0.16,/,/,/,i,-7,i
Cc1cc(NC(=O)CSc2nc3cc(Cl)ccc3c(=O)n2CC(C)C)no1,-4.0,965,i,37,4%,10,22,-4%,-0.79,-0.31,-0.25,0.15,1.7,2.1,4.2,i,-5,i
O=C(Nc1cc(F)cc(F)c1)c1sc(Cl)nc1-c1ccccc1,-1.0,988,i,47,-2%,6,2,1%,0.34,-0.22,0.29,0.071,2.2,1.7,1.1,i,19,i
Cc1cc(CN(C)C(=O)CC2C(=O)NCCN2Cc2c(F)cccc2Cl)on1 (stereo unspecified),-0.1,1451,i,29,-4%,/,/,-5%,1,-0.2,0.36,-0.45,/,/,/,/,/,i
Brc1ccc(C2=CC(c3cccs3)n3ncnc3N2)cc1 (stereo unspecified),0.6,1196,i,46,1%,68*,45*,5%,-0.72,-0.07,-0.58,-0.17,3.2,1.4,4.9,i,7,i
Cn1c(COc2ccccc2)nnc1SCCC(=O)Nc1ccccc1,-0.6,1195,i,53,-2%,-2,-25,6%,0.14,-0.18,0.31,0.25,3.6,2.7,8.1,i,-3,i
O=C(CSc1ncnc2nc[nH]c12)Nc1ccccc1C(F)(F)F,-2.2,955,i,14,12%,-7,-3,14%,0.13,-0.096,0.46,-0.048,2.8,1.6,5.7,i,1,/
COc1cc(OC)cc(-c2nnc(SCc3c(F)cccc3Cl)o2)c1,-3.4,990,i,18,-10%,38,41,-3%,0.26,-0.25,0.017,0.62,3.3,4.2,9.9,i,4,i
CCNc1ccc(C(=O)OCC(=O)NCc2ccccc2Cl)cc1[N+](=O)[O-],-1.0,1067,i,14,12%,-22,19,1%,0.48,-0.27,0.36,-0.14,2.0,2.0,5.3,i,-4,i
COc1ccc(NC(=S)NCCCn2ccnc2)cc1,/,/,i,50,/,/,/,/,-0.13,-0.22,-0.37,0.68,3.2,1.9,7.8,i,-22,i
COc1ccc(N2C(=O)CSC2c2ccncc2)cc1 (stereo unspecified),1.6,1044,i,10,1%,19,3,1%,-1.7,-0.2,-0.38,1.3,4.6,2.8,8.6,i,28,i
O=C(CSc1nnc(-c2cccs2)o1)c1cccs1,-0.1,688,i,47,1%,-2,13,1%,-0.54,-0.14,0.16,0.092,6.6,3.7,5.3,i,-12,i
COc1cc(NS(=O)(=O)c2ccc(NC(=S)NC(=O)C3CCCC3)cc2)nc(OC)n1,4.1,1070,i,48,16%,-10,1,14%,-0.91,-0.12,-0.5,0.67,1.5,1.3,9.0,i,-12,i
CN(CCNC(=O)c1cccc(N2CCCC2=O)c1)Cc1ccccc1,/,/,i,18,-6%,-14,-23,11%,0.39,-0.14,0.57,0.87,1.6,1.0,22,i,-10,i
C=CCNS(=O)(=O)c1ccc2nsnc2c1,-1.1,1105,i,58,-5%,-1,6,12%,-0.47,-0.24,-0.025,0.69,5.0,2.0,0.9,i,8,i
c1ccc(SCc2nc3ccccc3[nH]2)cc1,/,/,i,37,0%,/,/,-3%,0.067,-0.21,0.32,0.46,2.9,2.7,8.3,i,-27,i
C=CCc1cccc(Cl)c1OCCON1C(=O)CCC1=O,-4.8,1266,i,31,10%,11,26,0%,1.1,-0.22,1.3,0.39,1.8,1.1,4.3,i,0,i
CCOC(=O)c1nnc2cc(-c3ccccc3)nn2c1C,-1.2,1187,i,45,1%,15,8,13%,0.073,-0.15,0.024,0.39,2.7,2.0,4.1,i,-10,i
O=S(=O)(NCc1ccccc1)c1ccc(S(=O)(=O)N(Cc2cccs2)CC2CCCO2)cc1 (stereo unspecified),-2.2,1241,i,16,-11%,-14,-37,6%,1.9,-0.2,1.1,-0.69,1.5,1.2,6.3,i,0,i
O=C(O)Cn1c(CCS(=O)(=O)c2ccc(Br)cc2)nc2ccccc21,-5.0,1156,i,60,4%,-7,3,2%,0.012,-0.0055,0.1,-0.013,3.0,1.6,0.7,i,-10,i
CCCn1nc(CC(=O)OCC)c2ccccc2c1=O,-1.3,1378,i,25,5%,12,-5,-2%,-0.42,-0.25,-0.85,0.78,2.3,0.9,1.9,i,1,i
Cc1ccc(CSc2nnc(-c3cnccn3)n2C)cc1,-0.3,1394,i,49,1%,/,/,-1%,-0.34,-0.27,0.41,0.15,/,/,/,/,/,i
CCC(=O)Nc1ccnc(-c2cccnc2)n1,/,/,i,22,-5%,20,26,-6%,1.3,-0.2,0.13,-1,2.4,0.9,1.3,i,1,i
COC(=O)c1c(C)[nH]c(O)c1C=Nc1ccc(Oc2ccccc2)cc1,3.9,1125,i,41,2%,6,10,9%,-0.14,0.38,0.38,1.2,3.9,3.0,13,i,21,i
CCCCN(C)C(=O)c1cc2cc([N+](=O)[O-])cc(OC)c2oc1=O,-0.7,1060,i,33,21%,2,1,2%,-0.43,-0.3,-0.38,0.64,3.3,2.7,7.6,i,7,i

# Some of the entries so far, with two lines to a compound.
# Below each SMILES – bCat nuc transl | bCat nuc transl cell count 5 µM | T cell modulator | T cell modulator vesicle-bound % | P. falciparum M17LAP | WT yeast gro inh | WT yeast gro inh mutant strain | M1AAP inhibition | Dynein transport | Dynein transport cytoplasmic EGFP | Dynein transport nuclear GR-EGFP | Dynein transport cell count | MT stabilize HCS | MT stabilize HCS Hoechst-high % | MT stabilize HCS cytotoxicity % | Autophagy mod | Autophagy mod cell loss 18 h | Yfh1-depleted yeast
- O=C(CSc1nnc(-c2cccs2)o1)c1cccs1
    -0.1 | 688 | i | 47 | 1% | -2 | 13 | 1% | -0.54 | -0.14 | 0.16 | 0.092 | 6.6 | 3.7 | 5.3 | i | -12 | i
- COc1cc(NS(=O)(=O)c2ccc(NC(=S)NC(=O)C3CCCC3)cc2)nc(OC)n1
    4.1 | 1070 | i | 48 | 16% | -10 | 1 | 14% | -0.91 | -0.12 | -0.5 | 0.67 | 1.5 | 1.3 | 9.0 | i | -12 | i
- CN(CCNC(=O)c1cccc(N2CCCC2=O)c1)Cc1ccccc1
    / | / | i | 18 | -6% | -14 | -23 | 11% | 0.39 | -0.14 | 0.57 | 0.87 | 1.6 | 1.0 | 22 | i | -10 | i
- C=CCNS(=O)(=O)c1ccc2nsnc2c1
    -1.1 | 1105 | i | 58 | -5% | -1 | 6 | 12% | -0.47 | -0.24 | -0.025 | 0.69 | 5.0 | 2.0 | 0.9 | i | 8 | i
- c1ccc(SCc2nc3ccccc3[nH]2)cc1
    / | / | i | 37 | 0% | / | / | -3% | 0.067 | -0.21 | 0.32 | 0.46 | 2.9 | 2.7 | 8.3 | i | -27 | i
- C=CCc1cccc(Cl)c1OCCON1C(=O)CCC1=O
    -4.8 | 1266 | i | 31 | 10% | 11 | 26 | 0% | 1.1 | -0.22 | 1.3 | 0.39 | 1.8 | 1.1 | 4.3 | i | 0 | i
